STK33 inh = inhibitors of purified STK33 kinase, primary screen, biochemical, ADP-Glo luminescence, homogeneous, cell-free | Serine/threonine-protein kinase 33 (Homo sapiens), Q9BYT3 | MBP phosphorylation | inhibition, % at 10 µM | 320,000 tested, 0.073% active | AID 2661, 2010;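 active means inhibition at or above 25%, using the most active replicate where run in duplicate; inactive means inhibition below 25%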
Target sequence (Q9BYT3 whole entry, looked up): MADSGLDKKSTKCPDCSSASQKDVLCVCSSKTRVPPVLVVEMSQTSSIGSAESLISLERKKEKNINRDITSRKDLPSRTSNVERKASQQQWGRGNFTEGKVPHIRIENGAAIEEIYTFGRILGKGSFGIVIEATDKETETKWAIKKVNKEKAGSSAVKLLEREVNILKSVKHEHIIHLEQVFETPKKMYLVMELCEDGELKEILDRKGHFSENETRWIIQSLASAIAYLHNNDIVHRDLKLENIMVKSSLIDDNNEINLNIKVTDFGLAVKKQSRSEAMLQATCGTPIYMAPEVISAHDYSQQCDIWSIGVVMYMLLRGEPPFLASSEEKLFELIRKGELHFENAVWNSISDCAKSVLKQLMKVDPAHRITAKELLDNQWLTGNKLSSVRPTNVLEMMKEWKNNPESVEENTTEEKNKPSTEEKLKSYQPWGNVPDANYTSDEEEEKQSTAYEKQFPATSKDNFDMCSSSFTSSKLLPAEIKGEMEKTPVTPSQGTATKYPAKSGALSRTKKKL
OX1R antag-1 = antagonists of human orexin 1 receptor (OX1R); Orexin/Hypocretin receptor type 1 (Homo sapiens), O43613; OX1R-expressing cells, FRET antagonist read-out; inhibition, % at 6.6 µM; 330,000 tested, 1.8% active; AID 485270, 2010; in the data active means inhibition mostly above about 38%, no sharp cut-off; inactive means mostly below about 40%;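 further: 0% = agonist challenge alone and 100% = reference antagonist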
Target sequence (O43613 whole entry, looked up): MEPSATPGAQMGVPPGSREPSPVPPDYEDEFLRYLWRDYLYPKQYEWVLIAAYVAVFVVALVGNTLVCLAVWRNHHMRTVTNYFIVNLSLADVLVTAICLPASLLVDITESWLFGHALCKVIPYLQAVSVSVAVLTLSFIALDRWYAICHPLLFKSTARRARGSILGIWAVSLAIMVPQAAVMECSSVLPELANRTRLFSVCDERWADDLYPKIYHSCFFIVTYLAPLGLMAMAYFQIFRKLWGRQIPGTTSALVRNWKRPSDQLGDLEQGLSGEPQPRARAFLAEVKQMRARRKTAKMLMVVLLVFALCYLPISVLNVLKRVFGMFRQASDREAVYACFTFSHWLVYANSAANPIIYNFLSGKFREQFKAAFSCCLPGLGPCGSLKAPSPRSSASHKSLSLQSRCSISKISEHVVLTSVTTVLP
OX1R antag-2 = OX1R (HCRTR1) antagonists, primary screen, fluorescence, CHO/OX1R cells, Fluo-8 calcium, orexin A; Fluo-8 calcium fluorescence; AID 434989, 2010; inhibition, % at 5 µM; 330,000 tested, 0.43% active;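 active means inhibition above its plate's threshold, mean inhibition of all tested compounds on the plate plus 3 SD, cut at about 37% in these data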;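 further: 0% = orexin A challenge wells and 100% = SB-334867-A antagonist wells; not every result past the cut was called active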
Starred values were filed as active, the others as inactive; . = not tested or not shown.

STK33 inh	OX1R antag-1	OX1R antag-2	compound
0.2	23	19	COc1ccc(CN(C(=O)c2nsc(Cl)c2Cl)C(C(=O)NC2CCCCC2)c2ccc(OC)cc2)cc1 (stereo not given)
-0.2	40	-7	CCCNC(=O)COC(=O)c1cc2c(=O)n3ccccc3nc2s1
-3.1	13	-23	O=C(COC(=O)C1=Cc2ccccc2OC1)NCc1ccco1
-0.6	10	-21	CCN(C(=O)CSc1nnc(-c2cccs2)n1N)c1c(N)n(Cc2ccccc2)c(=O)[nH]c1=O
-0.5	19	-39	Cc1ccc(C(=O)NCC(c2ccco2)N2CCc3ccccc32)cc1 (stereo not given)
0.1	3	-2	CC1CC(C)CN(c2ncc3c(n2)CC(c2ccc(Cl)cc2)CC3=O)C1 (stereo not given)
-1.0	23	-4	CC1CC(C)CN(CCCNC(=O)Cn2ncn3cccc3c2=O)C1 (stereo not given)
4.5	16	-17	CCn1c(=O)c([N+](=O)[O-])c(NCCc2ccc(OC)c(OC)c2)c2ccccc21
0.4	15	-46	CC(C)[C@H](NC(=O)c1ccccc1F)C(=O)OCCN1C(=O)c2ccccc2C1=O
-1.7	14	-7	CCNC(=S)NNC(=O)c1cc(C)nc2ccccc12
0.4	8	-9	CC(=O)N(C)c1ccc(NC(=O)c2ccccc2C(=O)O)cc1
1.3	38	-23	COc1cc2sc3ccc(-c4ccc(CN5CCOCC5)cc4)cc3c(=O)c2cc1OC
0.7	1	-27	CS(=O)(=O)N(CC(=O)Nc1ccccc1F)C1CCCCC1
-1.5	13	-26	C=CCNC(=O)CN1CCN(C(c2ccccc2)c2ccccc2)CC1
0.2	17	-14	Cc1cc(C)cc(NC(=O)C2CCN(c3cnccn3)CC2)c1

(more compounds)
STK33 inh	OX1R antag-1	OX1R antag-2	compound
-0.6	23	-12	CC(C)CNC(=O)c1ccccc1NC(=O)CCSc1ccccc1
-0.9	-4	2	COC(=O)C1=C(N)Oc2cc(C)[nH]c(=O)c2C1c1ccccc1OC (stereo not given)
-1.0	7	-18	CCCNCCC(c1ccco1)c1ccccc1OC (stereo not given)
0.5	30	8	Cc1cccc(OCCSc2ncnc3nc[nH]c23)c1
0.2	9	-16	Cc1cc(C(F)(F)F)nc(SCCN2CCOCC2)c1C#N
-1.0	8	-33	CCN1CCN(CCOc2ccccc2-c2ccccc2)CC1
-1.4	15	-27	CCN(CC(=O)Nc1cc(S(=O)(=O)N2CCCCC2)ccc1Cl)Cc1ccccc1
0.7	-11	-16	CN1CCCC(OC(=O)c2ccccc2Br)C1 (stereo not given)
-0.7	4	10	COc1ccc(/C(N)=N/OC(=O)c2cc(-c3ccccc3)nc3ccccc23)cc1
0.3	2	-32	COc1ccc(-c2sc3ccc(OC)cc3c2-c2ccc(OC)nc2)cc1
-2.0	7	-24	O=C(CSc1nnc(COc2ccccc2)n1Cc1ccco1)NCc1ccco1
-1.4	19	-14	CCCN(CC1CCCO1)C(=O)c1cc(COc2ccc(F)cc2F)on1 (stereo not given)
0.7	15	16	CN(c1ccccc1)S(=O)(=O)c1cccc(NC(=O)CCNC(=O)c2ccccc2)c1
-1.7	14	-10	Cc1ccc(NC2=C(C(=O)c3ccccc3)N(C)S(=O)(=O)c3ccccc32)cc1
-0.2	-1	-5	CCC(=O)c1ccc(OCC(=O)N2CCN(C(=O)c3ccccc3)CC2)cc1

(next part)
STK33 inh	OX1R antag-1	OX1R antag-2	compound
0.4	42	13	O=C(N/N=C/c1ccc(F)c(F)c1)c1cc2c(s1)-c1ccccc1CC2
5.9	6	-22	O=C(COC(=O)/C=C/c1cccc(Cl)c1)NC1CCCC1
0.3	36	-17	Cc1cc(N)n(-c2ccc([N+](=O)[O-])cc2)n1
.	2	-1	COc1ccc(-c2nnc(SC(C(=O)c3c[nH]c4ccccc34)c3ccccc3)n2N)cc1OC (stereo not given)
0.3	10	-6	CCn1nc(C)cc1C(=O)n1nc(C)c(Sc2ncccn2)c1C
0.4	4	-6	C[C@H](CO)N1C[C@H](C)[C@@H](CN(C)Cc2ccc3c(c2)OCO3)Oc2ccc(NS(C)(=O)=O)cc2C1=O
-1.4	41	1	Cc1cc(NS(=O)(=O)c2ccc(NC(=O)Cc3ccc([N+](=O)[O-])cc3)cc2)no1
-1.6	1	6	CC(C)c1cc(O)c(-c2ccccc2)c(=O)n1-c1ccc(Cl)cc1
-1.1	8	-9	Cn1c(C(=O)NC2CCCCC2)cc2c(=O)n3ccccc3nc21
5.5	22	-33	COc1ccc2nc(NC(=O)C3CCN(C(=O)c4ccco4)CC3)sc2c1
-0.8	12	-11	CCOC(=O)N1CCN(c2c(Nc3cc(C)[nH]n3)c(=O)c2=O)CC1
0.8	20	-2	N#CCC(=O)N1CC2(CC(c3cccc(NC(=O)COc4ccc(Cl)cc4)c3)=NO2)C[C@@H]1C(N)=O (stereo not given in full)
-1.0	1	0	Cc1cc(NC(=O)CSc2nnc(C)o2)no1
-1.8	16	-13	O=C(Nc1ccc(F)cc1F)c1ccc(S(=O)(=O)N2CCCCC2)cc1
-2.4	16	-32	c1ccc(-n2cc(CN3CCC(N4CCOCC4)CC3)c(-c3ccc4c(c3)OCO4)n2)cc1

Carrying on.
STK33 inh	OX1R antag-1	OX1R antag-2	compound
-0.3	17	6	Clc1cccc(Cl)c1NC1=NCCN1
-0.6	12	-23	COc1cccc(COC(=O)C2CCN(S(=O)(=O)c3ccc(Cl)cc3)CC2)c1OC
0.9	10	-11	CCOC(=O)c1cccc(NC(=O)Cn2cnc3c2c(=O)n(C)c(=O)n3C)c1
-0.7	19	-9	COc1ccc(/C=N/NC(=O)c2ccc(N(C)S(=O)(=O)c3ccccc3)cc2)cc1OC
0.0	4	-13	Cc1cc(C)n(-c2ccc(C(=O)OCC(=O)NCc3ccco3)cc2)n1
-1.3	22	-26	Cc1ccc(OCC(=O)Nc2ccc(S(=O)(=O)N3CCCCC3)cc2)c([N+](=O)[O-])n1
.	10	-7	O=C(COC(=O)Cc1ccc(Br)cc1)NCc1cccs1
-0.6	5	-12	c1cncc(-c2nnc(-c3ccco3)o2)c1
1.4	12	-9	COc1ccc(-n2c(-c3ccco3)nc3c(cnn3-c3ccccc3C)c2=O)cc1
.	35	-8	Nc1ccc(C(=O)OCC(=O)c2cccc([N+](=O)[O-])c2)cc1
-2.1	3	-15	CCCOc1ccc(S(=O)(=O)N2CCOCC2)cc1[N+](=O)[O-]
1.7	15	-23	Clc1cccc(OCc2nc(-c3ccncc3)n[nH]2)c1
-2.0	27	-16	CSc1nnc(-c2cc3c(-c4ccccc4)nn(C)c3s2)n1C
-1.0	22	-4	COc1cc(C=O)cc(OC)c1OS(=O)(=O)c1ccc(NC(C)=O)cc1
-2.4	8	-9	COc1ccc(CC(=O)OCC(=O)NCc2ccccc2Cl)cc1

A different layout for part of the listing above:
mol	STK33 inh	OX1R antag-1	OX1R antag-2
O=C(Nc1ccc(F)cc1F)c1ccc(S(=O)(=O)N2CCCCC2)cc1	-1.8	16	-13
c1ccc(-n2cc(CN3CCC(N4CCOCC4)CC3)c(-c3ccc4c(c3)OCO4)n2)cc1	-2.4	16	-32
Clc1cccc(Cl)c1NC1=NCCN1	-0.3	17	6
COc1cccc(COC(=O)C2CCN(S(=O)(=O)c3ccc(Cl)cc3)CC2)c1OC	-0.6	12	-23
CCOC(=O)c1cccc(NC(=O)Cn2cnc3c2c(=O)n(C)c(=O)n3C)c1	0.9	10	-11
COc1ccc(/C=N/NC(=O)c2ccc(N(C)S(=O)(=O)c3ccccc3)cc2)cc1OC	-0.7	19	-9
Cc1cc(C)n(-c2ccc(C(=O)OCC(=O)NCc3ccco3)cc2)n1	0.0	4	-13
Cc1ccc(OCC(=O)Nc2ccc(S(=O)(=O)N3CCCCC3)cc2)c([N+](=O)[O-])n1	-1.3	22	-26
O=C(COC(=O)Cc1ccc(Br)cc1)NCc1cccs1	.	10	-7
c1cncc(-c2nnc(-c3ccco3)o2)c1	-0.6	5	-12
COc1ccc(-n2c(-c3ccco3)nc3c(cnn3-c3ccccc3C)c2=O)cc1	1.4	12	-9
Nc1ccc(C(=O)OCC(=O)c2cccc([N+](=O)[O-])c2)cc1	.	35	-8
CCCOc1ccc(S(=O)(=O)N2CCOCC2)cc1[N+](=O)[O-]	-2.1	3	-15
Clc1cccc(OCc2nc(-c3ccncc3)n[nH]2)c1	1.7	15	-23

Next part
STK33 inh	OX1R antag-1	OX1R antag-2	compound
-0.4	28	2	Cc1ccc(/C=N/n2c(COc3ccccc3)n[nH]c2=S)o1
0.9	7	-7	CC(C)CC(NS(=O)(=O)c1ccc2c(c1)oc(=O)n2C)C(=O)NCc1cccnc1 (stereo not given)
-1.8	-14	-3	CCOC(=O)CSc1nnc(-c2cccnc2)n1C
-0.6	5	-16	Cc1cc(-c2ccc(/C=N/n3cnnc3)o2)c(C)c([N+](=O)[O-])c1
0.7	2	-6	Cc1ccc(-c2cc(-c3ccccc3)[nH]c(=S)c2C#N)cc1
-0.9	12	-5	O=C(O)c1ccc(N=NN2CCCCC2)cc1
-2.6	37	-12	S=c1[nH]nc(-c2cccc(Cl)c2)n1Cc1ccccc1
-1.3	3	-27	Cc1cccc(N2CCN(C(=O)c3ccc4nc(N5CCCCC5)sc4c3)CC2)c1C
-0.2	15	-19	OCC1(Cc2ccccc2C(F)(F)F)CCN(Cc2ccccc2)CC1
0.6	16	-35	COc1cccc(C2C(C(=O)c3cc4ccccc4o3)=C(O)C(=O)N2c2cc(C)on2)c1OC (stereo not given)
-0.2	15	-28	Nc1nonc1-n1nnc(C(=O)N/N=C/c2ccccc2Cl)c1CN1CCOCC1
-1.6	27	-5	Cc1cc(-c2csc(NC(=O)c3ccc(=O)[nH]c3)n2)c(C)n1Cc1ccco1
1.0	8	6	COc1ccccc1-c1nc(=S)c(C(C)=O)c(C)[nH]1
-1.2	9	-16	CCOC(=O)N1CCN(C(=O)Cc2ccccc2[N+](=O)[O-])CC1
-0.1	13	-4	CC(=O)N1CCN(c2nc(-c3ccco3)c3c(c2C#N)CC(C)(C)SC3)CC1

Continuation:
STK33 inh	OX1R antag-1	OX1R antag-2	compound
-0.2	6	-5	COC(=O)c1ccc(N=Nc2ccccc2)cc1
0.8	24	-9	Cc1sc2ncnc(N[C@@H](Cc3c[nH]c4ccccc34)C(=O)O)c2c1C
-0.2	16	-30	COc1ccccc1N(C(=O)c1snc(C(N)=O)c1N)C(C(=O)NC1CCCC1)c1ccc2ncccc2c1 (stereo not given)
-1.4	16	-15	Cn1c(=O)n(CCOc2ccc([N+](=O)[O-])cc2)c2ccccc21
-0.4	24	-25	Cc1ccc(Nc2nc(CSc3nnc(-c4ccccc4)n3C)cs2)cc1
.	9	-26	COc1ccccc1C(=O)NC(CCSC)C(=O)OCC(=O)c1ccc[nH]1 (stereo not given)
-0.6	22	-26	CCN(CC)CCN1C(=O)C(=O)/C(=C(/O)c2ccc(OC)cc2)C1c1ccco1 (stereo not given)
-3.9	10	-1	O=C(CCc1nc2ccccc2c(=O)[nH]1)OCc1ccc(-c2ccccc2)cc1
-0.5	12	-1	CN(Cc1nc(-c2cccs2)no1)CC1(N2CCOCC2)CCCCC1
1.4	-6	4	O=C1C2CC=CCC2C(=O)N1CNc1ccccc1 (stereo not given)
0.4	3	-10	COC(=O)CC1=C(C)C(=O)CC2C(C)(C)CCCC12C (stereo not given)
-1.5	42	-23	CCOc1ccc(OCC)c(NC(=O)CN(C)S(=O)(=O)c2cccc3nsnc23)c1
-0.6	7	8	O=C(O)c1ccc(N=C2SCC(=O)N2Cc2ccccc2)cc1
-0.5	41	-17	CC1CCCC(NC(=O)COC(=O)CSc2ccc3ccccc3c2)C1C (stereo not given)
0.0	12	-23	CCOc1ccc2c(=O)c(Oc3ccccc3OCC)coc2c1

Additional records follow:
STK33 inh	OX1R antag-1	OX1R antag-2	compound
-0.2	11	-24	Cc1ccc(NC(=S)NCCN(C2CCCCC2)C2CCCC2)cc1C
-0.6	4	-16	COc1ccccc1NC(=O)CCN1C(=O)C2CC=C(Cl)CC2C1=O (stereo not given)
0.1	6	21	NS(=O)(=O)c1ccc(N/N=C/c2cn(-c3ccccc3)nc2-c2cccs2)cc1
-1.4	5	-10	O=S(=O)(Nc1ccc(F)cc1)N1CCCCCC1
-2.5	22	-26	COc1cc2cc(C)nc(Cc3cccc4ccccc34)c2cc1OC
-1.5	24	-5	CC(=O)Nc1ccc(S(=O)(=O)NCCNc2ccccc2[N+](=O)[O-])cc1
-0.2	19	-15	O=C(CO/N=C\c1ccccc1)Nc1ccccc1C(=O)N1CCOCC1

Screens (PubChem BioAssay)

Random draw from the library; about 2.2% have a hit in one of these screens.
